Bioassay records (PubChem BioAssay)
ROC1-CUL1 inh: blocks human RBX1-Cullin-1 di-ubiquitin formation | AID 1347404 | 0.6% of 140,000 active | in vitro K48 di-Ub FRET, acceptor:donor ratio, 45 min | inhibition, % at 10 µM; in the data active = inhibition above about 25%
Target sequence (P62877 whole entry, looked up): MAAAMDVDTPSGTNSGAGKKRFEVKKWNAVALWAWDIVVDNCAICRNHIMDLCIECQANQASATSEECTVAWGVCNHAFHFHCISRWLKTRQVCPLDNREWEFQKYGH
Target sequence (Q13616 whole entry, looked up): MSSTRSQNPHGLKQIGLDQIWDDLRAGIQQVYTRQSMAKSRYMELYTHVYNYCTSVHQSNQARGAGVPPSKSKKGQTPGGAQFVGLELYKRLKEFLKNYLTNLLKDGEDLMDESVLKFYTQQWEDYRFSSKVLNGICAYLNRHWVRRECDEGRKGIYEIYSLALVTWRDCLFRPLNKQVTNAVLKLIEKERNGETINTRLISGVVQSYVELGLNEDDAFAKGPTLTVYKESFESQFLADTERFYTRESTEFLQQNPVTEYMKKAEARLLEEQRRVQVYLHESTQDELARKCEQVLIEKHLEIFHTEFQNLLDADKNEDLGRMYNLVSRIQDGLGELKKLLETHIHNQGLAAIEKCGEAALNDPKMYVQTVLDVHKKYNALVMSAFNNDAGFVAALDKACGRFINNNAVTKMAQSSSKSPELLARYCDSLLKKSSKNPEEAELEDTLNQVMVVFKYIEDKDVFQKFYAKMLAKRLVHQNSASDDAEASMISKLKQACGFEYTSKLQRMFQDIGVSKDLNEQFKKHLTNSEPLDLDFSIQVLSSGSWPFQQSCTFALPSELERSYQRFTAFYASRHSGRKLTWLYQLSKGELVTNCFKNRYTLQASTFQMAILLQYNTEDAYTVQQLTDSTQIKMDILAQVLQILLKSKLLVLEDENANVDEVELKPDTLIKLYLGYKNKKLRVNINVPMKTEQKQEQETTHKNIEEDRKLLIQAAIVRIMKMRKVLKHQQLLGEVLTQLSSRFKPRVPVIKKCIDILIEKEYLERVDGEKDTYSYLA
The depositor's hits bear a star; & = joins results of further samples. A portion of the library; the hit share may differ from the screen's.

canonical_smiles | ROC1-CUL1 inh
CN(C)C=NC(=O)C(C#N)C1=Nc2ccccc2CC1 (stereo not given) | 0
CC(C)n1cc(CNC(=O)Nc2nnc(Cc3ccccc3)s2)cn1 | 8
CNCc1ccccc1Sc1ccc(OC)c(OC)c1 | 5
Nc1ccc2nc(SCC(=O)N3c4ccccc4CCc4ccccc43)sc2c1 | 2
Cc1ccc(C2CC(C(F)(F)F)n3nc(C(=O)N=C4C(=O)N(c5ccccc5)N(C)C4C)c(Cl)c3N2)cc1 (stereo not given) | -6
CC(C)/C=C/CN1CC[C@@H](N2CCN(C)CC2)[C@H](O)C1 | -11
Cc1cc(C)c(NC(=O)Cn2c(=O)n(CCC(=O)NCc3ccc4c(c3)OCO4)c(=O)c3ccccc32)c(C)c1 | 7
Cc1nc(N2CCCCCCC2)ncc1C(C)NC(=O)CC1CC1 (stereo not given) | -1
O=C1NN=C2CCC34CC12CCC3=NNC4=O | 3
CCCCOc1ccc(C2=NC(c3ccncc3)=Nc3ccc(Br)cc3N2)cc1 | -1
CC1=Nc2nc(SCc3ccccc3F)nn2C(c2ccccc2)C1C(=O)Nc1cccnc1 (stereo not given) | 0
COc1ccc(Cc2nc3ccccc3n2CC(O)COc2ccccc2C)cc1OC (stereo not given) | 4

2 compounds picked at random from the list so far:
canonical_smiles | ROC1-CUL1 inh
Cc1cc(C)c(NC(=O)Cn2c(=O)n(CCC(=O)NCc3ccc4c(c3)OCO4)c(=O)c3ccccc32)c(C)c1 | 7
CCCCOc1ccc(C2=NC(c3ccncc3)=Nc3ccc(Br)cc3N2)cc1 | -1

(next part)
canonical_smiles | ROC1-CUL1 inh
CC1(C)CC(=O)C2C=C(c3nc(-c4ccc(Cl)cc4)cs3)C(=O)N=C2C1 (stereo not given) | -5
CC(C)c1ccc(NC(=O)c2cc3c(s2)-c2ccccc2SC3)cc1 | -3
CCCNC(=O)c1nnn(-c2ccc(Cl)cc2)c1CCC | 2
C/C=C/c1ccc(OCCN2CCc3ccccc3C2)c(OC)c1 | 11
CCn1cc(C(=O)OCC(=O)Nc2cc(C)cc(C)c2)c(=O)c2ccc(C)nc21 | 4
CC(C)CC1C2=C(CC(C)(C)CC2=O)OC(=N)C1C#N (stereo not given) | 4
CS(=O)(=O)OC12CC3CC(CC(C#N)(C3)O1)C2 | 1
Cc1ccccc1C(=O)N1CCN(CCc2ccccn2)CC1 | 10
Cn1c(=O)n(-c2ccc(Br)cc2F)c(=O)c2sc3ccccc3c21 | -10
COc1cc(/C=C2\CCC/C(=C\c3cc(Cl)c(O)c(OC)c3)C2=O)cc(Cl)c1O | 0
CC1=Nc2ncnn2C(c2ccccc2F)C1C(=O)Nc1cc(Cl)ccc1C (stereo not given) | 11
COCC(=O)N1CCC(Oc2ccccc2C(=O)N2CCCCCC2)CC1 | 0
O=C(Nc1ccccc1)c1cnc2ccccc2n1 | -10
COc1cccc(C(=O)c2cn(CC(=O)Nc3ccc4c(c3)OCCO4)c3nc(C)ccc3c2=O)c1 | -3
CCC1CN(C(=O)C#Cc2ccccc2)Cc2ccc(Cl)cc2O1 (stereo not given) | -2
Cc1ccc(CN(C(=O)c2ccc([N+](=O)[O-])cc2)c2ccccn2)cc1 | -3
COc1cccc(-c2cnc(-c3ccncc3)nc2C2CCN(Cc3ccc(OC)c(C)c3)CC2)c1 | 7
CCc1ccccc1NC(=O)Cn1nnc(-c2nc(-c3ccc(C)cc3)no2)c1N | 0
CCc1cccc(CC)c1NC(=O)CCCC(=O)Nc1c(CC)cccc1CC | -3
COc1cc2c(=O)n(CCC(=O)NCC3CCCO3)c(=O)n(CC(=O)Nc3ccc(C)c(C)c3)c2cc1OC (stereo not given) | -4
CCc1ccc(NC(=O)CSc2nc3ccccc3nc2Cc2ccccc2OC)cc1 | -9
Cc1cc(C)cc(NC(=O)CSc2nc(-c3ccccc3)c3cc(F)ccc3n2)c1 | -11
Cc1ccc(-c2csc3nc(SCC(=O)Nc4cc(C(F)(F)F)ccc4Cl)n(-c4ccccc4)c(=O)c23)o1 | 7
O=C1Oc2ccccc2C2(O)C3CCCCC3C12 (stereo not given) | 8

Six structures already listed, arranged by molar mass, falling.
canonical_smiles | ROC1-CUL1 inh
COc1cccc(-c2cnc(-c3ccncc3)nc2C2CCN(Cc3ccc(OC)c(C)c3)CC2)c1 | 7
CCc1ccc(NC(=O)CSc2nc3ccccc3nc2Cc2ccccc2OC)cc1 | -9
Cc1cc(C)cc(NC(=O)CSc2nc(-c3ccccc3)c3cc(F)ccc3n2)c1 | -11
CCc1cccc(CC)c1NC(=O)CCCC(=O)Nc1c(CC)cccc1CC | -3
Cc1ccc(CN(C(=O)c2ccc([N+](=O)[O-])cc2)c2ccccn2)cc1 | -3
O=C(Nc1ccccc1)c1cnc2ccccc2n1 | -10

The list continues:
canonical_smiles | ROC1-CUL1 inh
Cc1ccc(-n2nnnc2/C=C/N2CCN(c3cccc(C(F)(F)F)c3)CC2)cc1 | 7
COc1ccccc1CNC(=O)c1ccc(NC(=O)C(C)C)cc1 | -4
N=C1S/C(=C\c2ccc(-c3ccccc3F)o2)C(=O)N1c1ccc2c(c1)OCO2 | -9
COc1ccc(S(=O)(=O)NCCSC(C)(C)C)c(Cl)c1Cl | 9
CCN1CCN(CC(O)COc2cc(C)ccc2C(C)C)CC1 (stereo not given) | 3
Cc1ccccc1/C=C1\SC(N2CCN(C)CC2)=NC1=O | -2
CCN(CC)C(=O)c1ccc(Cl)c(N)c1 | -1
COc1cc(OC)c(OC)cc1/C=N/Nc1nc(Nc2ccc3ccccc3c2)nc(N2CCOCC2)n1 | 9
COc1ccc(N(C(=O)c2ccccc2)S(=O)(=O)c2ccc3c(c2)n(C)c(=O)n3C)cc1 | 2
CC(NC(=O)C1CCCN1S(=O)(=O)c1ccccc1)c1ccccc1 (stereo not given) | 3
CC12CCOC1(C)N(Cc1ccccc1)c1ccccc12 (stereo not given) | -7
O=C(c1cn(Cc2ccc(F)cc2)nn1)N1CCCCO1 | 3
c1ccc(COc2ccc(CNc3ccc(CNc4ncn[nH]4)cc3)cc2)cc1 | -12
COC(=O)CSc1nnc2n(-c3ccccc3)c(=O)c3c4c(sc3n12)CC(C)CC4 (stereo not given) | 7
Cc1ccc(S(=O)(=O)OCCCOCCCOS(=O)(=O)c2ccc(C)cc2)cc1 | -1
CCc1ccccc1Nc1nc(-c2ccc(O)cc2O)cs1 | 2
CCC1CCc2nc3sc(C(=O)Nc4nc(C)cs4)c(N)c3cc2C1 (stereo not given) | 3
CCOc1ccc2nc(N3CCC(C(=O)Nc4c(C)cccc4C)CC3)sc2c1 | 4
CCc1c(C)sc2c1CCN(C(=O)Nc1cc(C)ccc1C)C2c1ccc(OC)cc1 (stereo not given) | 1
Cc1ccc(N2C(=O)CSC23C(=O)N(CC(=O)NCCc2ccccc2)c2ccccc23)cc1C (stereo not given) | 7
Cc1ccc(NC(=S)NC(=O)c2ccc(F)cc2)cc1C | 0
N#Cc1ccccc1CN1C(=O)c2ccccc2Sc2ccc(C(=O)OCc3ccco3)cc21 | -8
COC(=O)c1sccc1S(=O)(=O)N1CCN(c2ccccc2OC)CC1 | -3
CN(Cc1ccc(F)cc1)c1ccc(OCC(=O)N2CCN(c3ncc4ccccc4n3)CC2)nn1 | -4
NS(=O)(=O)c1ccc(CCNCc2cccc(Cl)c2Cl)cc1 | 11&11
Cn1cnc([N+](=O)[O-])c1Sc1ccc(Cl)c(Cl)c1 | 1
CCC1CCc2sc(C(=O)N3CCOCC3)cc2C1 (stereo not given) | 4
Cc1c(Cl)cccc1NC(=O)N1CCN(Cc2cc(=O)n3nc(-c4ccccc4F)sc3n2)CC1 | 2
C=C(C)Cn1c(SCC(=O)Nc2ccc(OC)cc2)nc2sc3c(c2c1=O)CCC3 | -2
O=C(Oc1ccccc1[N+](=O)[O-])N(c1ccccc1)c1ccccc1 | 9
Cn1c(-c2cc3ccccc3oc2=O)nc2ncccc21 | 1
COCCNc1nc(NCc2ccccc2OC)c2cnn(C)c2n1 | -19
O=C(Nc1ccccc1)c1nc[nH]c1C(=O)O | 11&-3
COc1ccccc1NC(=O)c1c(NC(=O)C(C)(C)C)sc2c1CCC(C)C2 (stereo not given) | 4
COc1ccc(/C=C/C(=O)CC(=N)C(F)(F)F)cc1 | 1
CC(=O)c1ccc(C(=O)N2CCOC(CCCc3ccccc3)C2)cc1 (stereo not given) | 5
Cc1cccn2c(Nc3ccccc3)c(-c3ccc(N4CCOCC4)cc3)nc12 | -9
N#Cc1cc2nc3ccc4ccccc4c3nc2cc1C#N | 6
COc1ccc2[nH]c(C(=O)O)c(C)c2c1 | -1
Cc1oc2c(c(C)cc3oc(=O)c(CC(=O)NCCc4ccccc4F)c(C)c32)c1C | -4
CCOc1ccc(S(=O)(=O)c2cc3cccc(OCC)c3oc2=O)cc1 | -1
CC(C)C(=O)N1CCN(c2c(Cl)cccc2NC(=O)C(C)(C)C)CC1 | 3
COc1ccc(-c2csc3ncn(Cc4ccc(C)cc4)c(=O)c23)cc1OC | -4
CCCN(CCC)CCCNC(=O)C1CCC(CNS(=O)(=O)c2ccc(NC(C)=O)cc2)CC1 (stereo not given) | 10
CC1=CC(=O)C(C(c2ccccc2Cl)N2CCCCC2)C(=O)N1Cc1ccco1 (stereo not given) | 4
CCn1c(=O)c(=O)n(CC)c2cc(N3CCCCC3)c(NC(=O)c3cccc(F)c3)cc21 | 8
Cc1ccc2cccc(NC(=S)NC(=O)c3c(Br)cnn3C)c2n1 | 8
CCC(C)(C)C1CCc2c(sc(NC(=O)C(C)C)c2C#N)C1 (stereo not given) | -4

3 successive compounds from above, quoted:
canonical_smiles | ROC1-CUL1 inh
O=C(c1cn(Cc2ccc(F)cc2)nn1)N1CCCCO1 | 3
c1ccc(COc2ccc(CNc3ccc(CNc4ncn[nH]4)cc3)cc2)cc1 | -12
COC(=O)CSc1nnc2n(-c3ccccc3)c(=O)c3c4c(sc3n12)CC(C)CC4 (stereo not given) | 7

(listing goes on)
canonical_smiles | ROC1-CUL1 inh
O=C(Oc1cccc(/C=C2/SC(=O)N(c3ccccc3)C2=O)c1)c1ccco1 | 7
Cc1ccc(S(=O)(=O)c2c(Nc3ccccc3)sc(C(=O)c3ccc4c(c3)OCO4)c2N)cc1 | 1
O=C(/C=C/c1ccccc1)N1CCCC(c2nc(-c3ccncc3)ncc2-c2ccccc2)C1 (stereo not given) | 7
COc1cc(Cl)c(NS(=O)(=O)c2cc3[nH]c(=O)c(=O)[nH]c3cc2C)c(OC)c1 | -5
O=C(O)COc1ccc2cc(Br)ccc2c1Br | 7
CNC(=O)OCCCn1cc[n+](C)c1 | 3
CCOC(=O)C1C(c2ccccc2)=NC(=O)NC1c1cc(Cl)cc(Cl)c1OC (stereo not given) | 6
Cc1cccc(OCc2nnc(SCC(=O)Nc3cccc(C(=O)OC(C)C)c3)n2C)c1 | 12
Cc1c(C(=O)NNC(=S)Nc2cccc(Cl)c2)nnn1-c1ccccc1 | 7
CSc1nc(OCC(=O)c2ccc(Cl)cc2)c2c3c(sc2n1)CCCC3 | 1
CC(C)(C)c1cc(OS(=O)(=O)c2ccccc2)ccc1O | -6
COc1ccc2ccccc2c1-c1c(OC)c(C=O)cc2ccccc12 | 1

Another view of part of the listing above.
O=C(O)COc1ccc2cc(Br)ccc2c1Br
  ROC1-CUL1 inh: 7
CNC(=O)OCCCn1cc[n+](C)c1
  ROC1-CUL1 inh: 3

More structures
canonical_smiles | ROC1-CUL1 inh
COc1ccc(C(=O)CSC2=NC(=N)C(C#N)C3(CCCCC3)C2C#N)cc1 (stereo not given) | 5
CCCOC(=O)c1ccc(NC(=O)c2ccc(OC)c(Cl)c2)cc1 | 3
COc1ccc(C2C3=C(CC(C)(C)CC3=O)N(c3ccccc3)C(=N)C2C(=O)c2ccc(C)cc2)cc1 (stereo not given) | -1
COc1ccc(C(=O)Oc2cccc3ccccc23)cc1OC | 2
CCOC(=O)c1c(NC(=O)CCCOc2ccccc2C)sc2c1CCC(C)C2 (stereo not given) | -1
COc1ccc(NC(=O)Cn2c(=O)n(CC(=O)NCCc3ccccc3)c(=O)c3ccccc32)cc1 | -10
Cc1noc(-c2ccc(N3CCC4(CC3)OCCO4)nc2)n1 | -4
CCN(C)C(=O)[C@H]1C[C@@](CC(C)C)(C(=O)OC)N(C)[C@H]1c1cccnc1 | -4
Cc1ccc(-n2nnc(-c3nnc4sc(-c5ccc(Br)cc5)nn34)c2C)cc1 | -2
CCCCn1c(CCC)nc([N+](=O)[O-])c1Sc1ccc(Cl)cn1 | 9
O=S(=O)(c1ccc(Cl)cc1)c1nc(-c2ccco2)oc1SCc1ccccc1F | -11
O=C(NCCCN1CCOCC1)C1(c2ccccc2)CCOCC1 | 9
c1ccc2c(c1)CCc1sccc1C2=C1CCSCC1 | 4
O=C(CSc1nc2c(sc3ccccc32)c(=O)n1CCCC(=O)NC1CCCC1)Nc1ccc(F)cc1 | -3
COc1ccc(-c2nc3ccccc3o2)cc1NC(=O)Cc1ccc(Cl)cc1 | 6
CC(=O)NS(=O)(=O)c1ccc(NC(=O)COc2cc(Cl)c(Cl)cc2Cl)cc1 | -5
Cc1ccccc1Cn1nnc(-c2ccccc2)n1 | 2
Cc1ccc(OCC(=O)Nc2ccc(S(=O)(=O)N(Cc3ccccc3)c3ccccc3)cc2)cc1 | 5
O=C(O)CNc1ncnc2oc(-c3ccccc3)c(-c3ccccc3)c12 | -6
N#CCOC(c1ccccc1)c1ccccc1 | -5
Cc1ccc2nc(NC(=O)Nc3ccc(F)cc3)sc2c1 | -4
CCC(C)c1ccc(NC(=O)c2sc3nc(-c4ccc(OC)cc4)ccc3c2N)cc1 (stereo not given) | -13
Cc1cc(=O)n2c3c(cccc13)CCC2 | 1
CCCC(=O)Nc1cc(C(=O)NCCC(C)C)ccc1Cl | 4
Cc1nc2sc3c(c2c(=O)n1NC(=O)c1ccc(COc2ccc(Cl)cc2Cl)o1)CCCC3 | -1
CC(C)C(=O)N1CCC(n2c(-c3ccc4c(c3)OCO4)nc3cc(C(F)(F)F)ccc32)CC1 | 7
